Compound activity from PubChem BioAssay.
TrxR1 inh: rat TrxR1 inhibition. Potency, µM (highest dose often 114 µM), for inactives: at the top dose activity change, negative = inhibition, most hits filed as inhibitors. AID 588453. recombinant rTrxR1, NADPH fluorescence consumption, selenite substrate. O89049. 390,000 tested, 1% active; note: % is set by controls: 0 for no effect and ±100 for the full control effect; nearly all actives have a fitted effect of over 65% in size
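Rat TrxR1 (90 nM in the dispensed reagent) was pre-reduced with 400 uM NADPH for 5 min at room temperature, then incubated with compound for 15 min. After 400 uM selenite was added, NADPH fluorescence (Ex 340/Em 450 nm) was followed for 8 min.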
ALOX12 inh: blocks human arachidonate 12S-lipoxygenase; purified 12hLO, xylenol orange hydroperoxide absorbance; Potency, µM (series often up to 108 µM), without a hit: top-dose activity change, negative = inhibition, most hits filed as inhibitors; 580,000 tested, 1.1% active; AID 1671190; note: % is set by controls: 0 for no effect and ±100 for the full control effect
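Purified human 12hLO (150 nM final) in 25 mM Hepes, 0.01% Triton X-100, pH 7.0 was preincubated 15 min at room temperature with compound. Then 40 uM arachidonic acid was added, 30 min. Hydroperoxide was read by Fe-XO absorbance ratio 573/405 nm.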
Pin1 inh: inhibitors of human Pin1 | Q13526 | Pin1 FP peptide displacement, HiFluor488, 10 min | Potency, µM (series often up to 115 µM), inactives show top-dose activity, negative = inhibition, usual class: inhibitors | 390,000 tested, 0.009% active | AID 504891; active = well fitted inhibition curve with a large enough effect in the polarisation, with a control signal flat, not every such curve was filed as active; inconclusive = small, poorly fitted or top-dose-only effect, or effect the other way, or a change in a side signal; inactive = no such curve, though single readings can be large or run the other way; the % refers to the polarisation; note: % is set by controls: 0 for no effect and ±100 for the full control effect
Target sequence (Q13526 whole entry, looked up): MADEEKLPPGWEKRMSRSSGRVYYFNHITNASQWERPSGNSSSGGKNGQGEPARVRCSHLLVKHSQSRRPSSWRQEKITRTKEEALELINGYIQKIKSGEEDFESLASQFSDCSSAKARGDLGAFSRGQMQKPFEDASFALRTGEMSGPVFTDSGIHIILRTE
ERG-DNA inh: ERG Ets/DNA interaction inhibition | P11308 | fluorescence polarization, His-ERG Ets domain / labelled DNA | Potency, µM (series often up to 76.9 µM), inactives show at the highest dose FP activity, negative = inhibition, most hits filed as inhibitors | 370,000 tested, 0.028% active | AID 624246; active = well fitted inhibition curve with a large enough effect in the polarisation, with a control signal flat; inconclusive = small, poorly fitted or top-dose-only effect, or effect the other way, or a change in a side signal; inactive = no such curve, though single readings can be large or run the other way; the % refers to the polarisation;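 note: polarization taken with two DNA probes labelled with fluorescein and Texas red; % of control where 0% means no effect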
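His-tagged ERG Ets domain (1 uM in the protein solution; 300mM KCl, 50mM Tris-HCl, 1mM EDTA, 1mM DTT, pH 7.5) received compound, then a probe mix of 5 nM fluorescein-DNA and 100nM Texas-615-DNA. Fluorescence polarization was read for both dyes.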
HP1b chromo inh: blocks HP1-beta chromodomain binding to methylated histone tails. P83916. AlphaScreen HP1-beta / biotin-H3K9me3 peptide binding. Potency, µM (series often up to 114 µM), inactives show top-dose activity change, negative = inhibition, hits mostly inhibitors. 390,000 tested, 0.56% active. AID 540317; note: nearly all actives have a fitted effect of over 70% in size; inactives centre near 23
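AlphaScreen: HP1-beta (50 nM) preformed 30 min with biotin-H3(1-18)K9me3 peptide (50 nM) in PBS pH 7.4, 0.01% Tween-20. Compound added for 30 min at RT, then streptavidin donor/nickel chelate acceptor beads (10 ug/mL) for 30 min.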
GLS inhibitor: inhibitors of human glutaminase (GLS). GLS enzymatic activity, qHTS titration. 410,000 tested, 0.21% active. Potency, µM (doses to about 45.5 µM), for inactives: at the highest dose activity change, negative = inhibition, actives largely listed as inhibitors; note: % is set by controls: 0 for no effect and ±100 for the full control effect
Target sequence (O94925 whole entry, looked up): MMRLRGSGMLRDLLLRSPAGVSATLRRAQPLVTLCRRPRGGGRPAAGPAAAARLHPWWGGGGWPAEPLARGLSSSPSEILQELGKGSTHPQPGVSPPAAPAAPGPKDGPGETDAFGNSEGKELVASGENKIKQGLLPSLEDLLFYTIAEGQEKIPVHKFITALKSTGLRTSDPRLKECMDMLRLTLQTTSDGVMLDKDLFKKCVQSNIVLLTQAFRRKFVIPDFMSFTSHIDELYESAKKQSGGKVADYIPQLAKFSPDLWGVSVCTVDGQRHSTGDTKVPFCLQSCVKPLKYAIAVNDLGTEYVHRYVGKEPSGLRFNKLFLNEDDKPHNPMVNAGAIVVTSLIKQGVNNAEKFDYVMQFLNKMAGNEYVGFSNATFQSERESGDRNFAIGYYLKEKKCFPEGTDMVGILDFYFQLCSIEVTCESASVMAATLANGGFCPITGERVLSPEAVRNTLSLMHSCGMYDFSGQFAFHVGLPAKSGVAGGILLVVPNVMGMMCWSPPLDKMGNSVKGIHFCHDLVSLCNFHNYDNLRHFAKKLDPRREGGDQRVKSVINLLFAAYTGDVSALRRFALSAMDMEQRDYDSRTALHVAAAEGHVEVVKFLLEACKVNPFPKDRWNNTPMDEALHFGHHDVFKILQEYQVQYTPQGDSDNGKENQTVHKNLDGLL
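hKGA in 45 mM KH2PO4 (pH 8.2), 0.02% Tween-20 with compound, then 1mM L-Glutamine (stock as added) plus glutamate oxidase/HRP/Amplex red coupling mix. Fluorescence read initially and after 30 min at RT; signal change reflects glutamate formation.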
RGS4 inhibitor: inhibitors of human regulator of G protein signaling 4; P49798; Transcreener GDP fluorescence polarization, RGS4-accelerated GTP hydrolysis; Potency, µM (highest dose often 114 µM), for the others: at the top dose activity change, negative = inhibition, most hits filed as inhibitors; 390,000 tested, 0.039% active; note: % is set by controls: 0 for no effect and ±100 for the full control effect; nearly all actives have a fitted effect of over 75% in size; some results filed as inactive show a strong effect at the top dose
Target sequence (P49798 whole entry, looked up): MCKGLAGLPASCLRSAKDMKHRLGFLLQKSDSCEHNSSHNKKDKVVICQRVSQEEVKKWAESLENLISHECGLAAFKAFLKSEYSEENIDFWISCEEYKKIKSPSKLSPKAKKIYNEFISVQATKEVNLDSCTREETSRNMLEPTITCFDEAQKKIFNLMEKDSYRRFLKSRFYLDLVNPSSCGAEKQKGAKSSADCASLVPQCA
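MLSMR compounds (23 nl, pin-transferred) preincubated 10 min at room temperature with a 500nM (2x) first reagent, then RGS4 at 900nM (2x) plus Transcreener GDP mix added; fluorescence polarization (620/688 nm) read before and after 90 min at 30 °C.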
Tb PGK inh: T. brucei PGK inhibition. P07378. PGK/GAPDH coupled, Kinase-Glo luminescence, 60 min. Potency, µM (highest dose often 57.5 µM), inactives show at the top dose activity change, negative = inhibition, most hits filed as inhibitors. 380,000 tested, 0.043% active. AID 602233; note: % is set by controls: 0 for no effect and ±100 for the full control effect; nearly all actives have a fitted effect of over 60% in size
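Luminescent ATP detection (Kinase-Glo Plus) follows a 60-minute room-temperature incubation, with wells lacking PGK as controls. Buffer: 100 mM TEA (pH 7.6), 5 mM MgCl2, 0.01% Tween-20. Coupling enzyme GAPDH (100 nM final) supplies unstable 1,3-BPG in-well.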
JMJD2A Tudor: JMJD2A Tudor domain (human) inhibition; 390,000 tested, 4.4% active; Potency, µM (top dose mostly 114 µM), inactives show top-dose activity change, negative = inhibition, hits mostly inhibitors; AlphaScreen JMJD2A-Tudor / H3K4me3 peptide binding; note: % is set by controls: 0 for no effect and ±100 for the full control effect; nearly all actives have a fitted effect of over 50% in size
* = called active by the depositor; i = inactive; ? = inconclusive; . = no result given; & = joins results of further samples; [ ] = remark or other dose. Unless noted, calls come from the whole dose curve; as a rule, active = well fitted curve in the direction sought with a large enough effect; inconclusive = small, poorly fitted or top-dose-only effect, or another doubt; inactive = no such curve, though single readings can be large; an effect the other way counts as inactive or inconclusive. Potency is the fitted concentration of half-maximal effect. The list is partial; rates above refer to the full screens.

SMILES | TrxR1 inh | ALOX12 inh | Pin1 inh | ERG-DNA inh | HP1b chromo inh | GLS inhibitor | RGS4 inhibitor | Tb PGK inh | JMJD2A Tudor
O=C(c1ccc(Br)c(S(=O)(=O)N2CCCCC2)c1)N1CCCCC1 | 6% | -3% | -4% | 2% | 18% | -1% | -12% | i | -15%
CCOc1ccc(C(=O)NCCc2csc(-c3cccc(C)c3)n2)cc1 | 18%[57.1 µM] | ? | ? | 0% | 34%[57 µM] | 2% | -15% | -3% | 9%
Cc1nn(CC(=O)NCCc2ccco2)c(=O)c2nn(-c3ccccc3)c(C)c12 | -11% | 5% | ? | -4% | 4%[57 µM] | -3% | -34% | -6% | -33%
COCC(C)N1CCC(n2nccc2NC(=O)CCCc2ccccc2)CC1 (centres undefined) | 22% | -13% | -6% | 2% | 22% | -3% | 8% | -9% | -6%
COc1cc2nc(Nc3ccc(C)c(C)c3)nc(N)c2cc1OC | 14%&4% | ? | -2%&1% | -1%&2% | 7%&-4% | 3%&7% | -8%&-19% | -3% | ?
O=C(Oc1cccc(-n2cnnn2)c1)c1ccccc1Cl | 18%[57.1 µM] | 25% | -2% | -2% | 30% | 0% | -24% | 1% | 2%
O=C(NCc1ccc(Cl)cc1)N1CCN(S(=O)(=O)c2ccccc2)CC1 | 10% | -7% | -11% | -4% | -14% | -2% | 16% | -3% | -12%
O=C(NC(=S)N(Cc1ccccc1)Cc1ccccc1)C1CCCCC1 | 2% | ? | 5% | -1% | 75%[activator] | 10% | -33% | -7% | -16%
Cc1cccc(C)c1NC(=O)CNC(=O)C12CC3CC(CC(O)(C3)C1)C2 | -8% | -14% | -1% | -4% | 22% | 6% | 15% | -4% | -3%
CC(C)Oc1ccc(C(=O)N(Cc2ccco2)c2ccccn2)cc1 | 11% | -7% | 1% | -2% | 36% | 3% | -11% | i | -14%
O=C(Nc1ccccn1)c1onc2c1CCCC2 | -2% | 2% | -3% | 6% | 18% | 2% | -5% | ? | -3%
Cc1ccc2nc(N3CCN(Cc4nnnn4Cc4ccccc4)CC3)c(C#N)cc2c1 | 6%[57.1 µM] | ? | 40%[activator] | 6% | 78% | 12% | 1% | -8% | -5%
Nc1c(N(CCC2=CCCCC2)C(=O)COc2ccc(F)cc2Cl)c(=O)[nH]c(=O)n1Cc1ccccc1 | -5% | 0% | 20% | -1% | 16% | -2% | 0% | -1% | -16%
CC1Cc2ccccc2N1CC(=O)Nc1ccc(S(N)(=O)=O)cc1 (centres undefined) | -10% | -14% | 8% | 6% | 10% | 1% | -29% | 0% | ?
CC1=[N+]([O-])C(C)(C)C(c2ccc(Br)cc2)=[N+]1[O-] | -10% | 0% | 4% | -12% | 22% | 10% | -33% | 0% | -6%
CC(=O)N1CCCN(Cc2cn(-c3cc(C)ccc3C)nc2-c2ccccc2)CC1 | 8% | 1% | -2% | 5% | 43%[activator] | 7% | 2% | -4% | -17%
COc1cc2[nH]c(=S)nc(NCCC(C)C)c2cc1OC | -10% | ? | -11% | 4% | 0% | -12% | -13%[11.4 µM] | i | 25µM*
CCOC(=O)c1c(NC(=O)/C=C/c2ccc(OCC)cc2)sc2c1CCC2 | 81%[activator] | -23% | 28% | -4% | 73%[activator] | 2% | -19% | -1% | -14%
O=C(COc1ccc(Cl)cc1)NCCSCc1cccc(Cl)c1 | -8%[57.1 µM] | 2% | 0% | 1% | 118%[activator] | 0% | -7% | 3% | 57%[activator]
CCS(=O)(=O)N1CCc2cc(C(=O)N3CCN(c4ccccc4)CC3)ccc21 | 2% | -24% | -10% | -2% | 51%[activator] | 2% | -24% | -6% | 3%
Cc1cc(C)n2[nH]c(=O)c(N=Nc3ccc(S(N)(=O)=O)cc3)c2n1 | -8%[57.1 µM] | ? | ? | -3% | 23% | 0% | -31% | -7% | ?
O=C1CCC(=O)N(c2ccccc2)N1 | 20% | ? | -3% | -7% | 54%[activator] | -11% | -7% | -11% | 2%
COc1cccc(-n2cc(CNCc3c(C(=O)N(C)C)nc4ccc(Cl)cn34)cn2)c1 | -2% | 7% | -2% | 7% | 19% | -1% | -15% | -2% | -26%
COc1ccc2c(c1)c(C(=O)N/N=C/c1cccc(O)c1)c(C)n2C | -12% | -5% | -4% | -5% | 26% | 16% | 0% | 5% | -15%
Cc1cccc(Cn2cc(C(=O)Nc3ccc(S(N)(=O)=O)cc3)ccc2=O)c1 | 22%[57.1 µM] | 0% | 1% | 1% | 36%[57 µM] | -8% | -1% | -6% | 1%
Cc1c(C(=O)OCC(=O)Nc2ccc(S(N)(=O)=O)cc2)oc2c1ccc1ccccc12 | 16%[57.1 µM] | -23% | 17% | 9% | 0% | -6% | -2% | i | -27%
COc1ccc2cc(C(=O)NCCO)sc(=O)c2c1OC | 1% | -13% | 5% | -8% | 34%[activator] | 8% | 3% | 1% | -9%
O=C(COCc1cc(-c2cccs2)on1)NCc1ccccc1Cl | -14% | -19% | -6% | -14% | 20% | 5% | 3% | -2% | -4%
CCn1c(N)nc2ccccc21 | 0% | 488%[activator] | -2% | 6% | 35% | 8% | 7% | i | -3%
CCCCOc1ccc(CSc2nc(C)[nH]c2[N+](=O)[O-])cc1[N+](=O)[O-] | 21%[57.1 µM] | 192%[activator] | ? | -2% | -2% | 5% | -13% | -3% | ?
O=C(Nc1ccccc1N1CCCC1)c1ccc(Cl)c(S(=O)(=O)N2CCOCC2)c1 | -9% | -7% | -1% | -12% | ? | 30% | -11% | -2% | ?
CC1=C(C(=O)Nc2ccccc2C(=O)NC2CCCCC2)SCCO1 | 19% | -15% | -1% | -11% | 25% | -5% | 24% | -3% | -1%
Cc1nc([N+](=O)[O-])c(SCC(O)CCl)n1Cc1ccc(Cl)cc1 (centres undefined) | 14%[57.1 µM] | ? | -4% | 6% | 24% | 1% | -16% | -8% | -20%[11.4 µM]
COC(=O)c1[nH]c2cc(C)ccc2c1NC(=O)CN1CCN(C(=O)c2ccco2)CC1 | ? | -13% | 1% | . | 17% | 20% | -28% | 4% | -11%
CC(=O)N(C)c1ccc(OCC(O)Cn2c3ccc(Cl)cc3c3cc(Cl)ccc32)cc1 (centres undefined) | 32% | . | 14% | 3% | 11% | 13% | 9% | -4% | -13%
O=C(c1cc(F)c(F)c(F)c1F)N1CCN(C(=O)C2CCCO2)CC1 (centres undefined) | 7%[57.1 µM] | 2% | -1% | 6% | 28% | -5% | -39% | i | -7%
O=C(COC(=O)c1ccccc1)NC1CCCCCC1 | -13% | -2% | 0% | 2% | 33% | -16% | 26% | 4% | -10%
CCCn1c(C)cs/c1=N\C(=S)Nc1ccccc1 | 5% | ? | 7% | 12% | 25% | 8% | 13% | -1% | -9%
Cc1ccc(CN2CC(C(=O)NCCC3=CCCCC3)CC2=O)cc1 (centres undefined) | 5% | ? | 7% | -2% | 33%[activator] | -3% | -3% | -2% | -8%
Cc1[nH]c2ccccc2c1C(=O)Cn1c(=O)oc2ccccc21 | 3% | -11% | 1% | -3% | 9% | 6% | 16% | 2% | -19%
N#Cc1ccc(C(=O)CN2CCN(c3ccccc3)CC2)cc1 | 50µM* | -21% | 0% | -3% | 25% | -12% | -23% | i | -21%
COc1ccc(-c2cc(C(=O)N/N=C/c3sccc3C)c3ccccc3n2)c(OC)c1 | 1% | 2% | 22% | -1% | 34% | -5% | -15% | -3% | -16%
CCOC(=O)C1C(=O)NCC2CCCC21 (centres undefined) | -2% | 485%[activator] | -7% | -16% | 27% | 15% | 11% | 2% | -3%
CSc1nnc(CSCc2ccc(Cl)cc2Cl)n1-c1ccccc1 | 19% | 0% | 0% | -7% | 25% | 0% | 10% | 0% | -5%
CC(C)C(=O)NC(=S)Nc1ccccc1N1CCN(C(=O)c2ccc(Cl)cc2)CC1 | ? | 45µM* | 1% | -2% | 26% | -3% | 6% | i | -27%
Cc1ccc(S(=O)(=O)Cc2ccc(C(=O)N3CCC(C)CC3)cc2)cc1 | 1% | 1% | 4% | -3% | 11% | 0% | 23% | -1% | -3%
CC(Oc1cc(F)ccc1[N+](=O)[O-])C(=O)Nc1ccc(S(=O)(=O)N2CCCC2)cc1 (centres undefined) | 19% | -16% | -2% | 10% | 1% | 0% | 18% | 0% | -36%
O=C(c1ccccc1)c1ccc(N2CCCC2)cc1 | -15% | ? | 3% | -1% | 138% | 11% | -27% | -7% | 25%
O=C(NC1CCN(S(=O)(=O)c2ccccc2F)CC1)c1ccco1 | 5% | 15% | -8% | 15% | 22% | -24% | 2% | i | -3%
Cc1ccc(NC(=O)Cn2nc(-c3ccc(F)cc3)c3cnc4ccc(C)cc4c32)cc1 | 18%[57.1 µM] | -4% | -2% | 4% | 103%[activator] | 4% | -34% | i | -11%
CCN(CC)C(=O)Cn1c(C)c(/C=C/c2cc[n+](C)cc2)c2ccccc21 | -16% | ? | ? | 4% | 14% | 4% | -41% | 7% | ?

Entries of single compounds as entered above.
Shown for O=C(COC(=O)c1ccccc1)NC1CCCCCC1 : TrxR1 inh = -13%; ALOX12 inh = -2%; Pin1 inh = 0%; ERG-DNA inh = 2%; HP1b chromo inh = 33%; GLS inhibitor = -16%; RGS4 inhibitor = 26%; Tb PGK inh = 4%; JMJD2A Tudor = -10%
Shown for CC1Cc2ccccc2N1CC(=O)Nc1ccc(S(N)(=O)=O)cc1 (centres undefined) : TrxR1 inh = -10%; ALOX12 inh = -14%; Pin1 inh = 8%; ERG-DNA inh = 6%; HP1b chromo inh = 10%; GLS inhibitor = 1%; RGS4 inhibitor = -29%; Tb PGK inh = 0%; JMJD2A Tudor = ?
